# High-throughput results (PubChem)
# DSG3 Ab inh – human desmoglein-3 autoantibody binding inhibition | DSG3-coupled beads, scFv-anti-DSG3-GFP binding, flow cytometry; active compounds read low | binding (percent of control), % at 10 µM | 310,000 compounds, 0.48% hits | AID 588358;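 active = binding more than 3 SD below its plate's average and above zero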;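 note: hits lower antibody fragment binding to DSG3; some compounds called inactive have numbers as strong as hits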
# AddAB inh – less growth of phage-infected E. coli with AddAB; E. coli expressing H. pylori AddAB, absorbance growth; inhibition, % at 11.9 µM; 330,000 compounds, 0.29% hits; in the data active = inhibition above about 12%;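 note: 0% = vehicle wells of infected cells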
# OPRM1-OPRD1 ag – agonists of human mu-delta opioid receptor heterodimerization | P35372+P41143 | cells, OPRM1-OPRD1 heterodimerization, luminescence | activation, % at 9.3 µM | 340,000 compounds, 0.3% hits; in the data active = activation above about 18%;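 note: 0% = vehicle-treated cells and 100% = reference agonist; values of inactives mirror those of a sister screen read the other way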
# Target sequence (P35372 whole entry, looked up): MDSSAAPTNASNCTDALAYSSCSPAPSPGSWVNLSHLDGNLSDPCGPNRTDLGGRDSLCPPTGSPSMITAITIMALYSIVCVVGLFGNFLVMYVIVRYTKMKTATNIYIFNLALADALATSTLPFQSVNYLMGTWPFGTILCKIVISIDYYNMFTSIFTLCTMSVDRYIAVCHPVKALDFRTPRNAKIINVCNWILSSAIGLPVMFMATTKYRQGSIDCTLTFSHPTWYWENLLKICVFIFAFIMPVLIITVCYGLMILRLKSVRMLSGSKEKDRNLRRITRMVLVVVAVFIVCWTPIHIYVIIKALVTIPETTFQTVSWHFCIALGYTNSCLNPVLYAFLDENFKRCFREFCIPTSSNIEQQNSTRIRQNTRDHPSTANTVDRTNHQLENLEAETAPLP
# Target sequence (P41143 whole entry, looked up): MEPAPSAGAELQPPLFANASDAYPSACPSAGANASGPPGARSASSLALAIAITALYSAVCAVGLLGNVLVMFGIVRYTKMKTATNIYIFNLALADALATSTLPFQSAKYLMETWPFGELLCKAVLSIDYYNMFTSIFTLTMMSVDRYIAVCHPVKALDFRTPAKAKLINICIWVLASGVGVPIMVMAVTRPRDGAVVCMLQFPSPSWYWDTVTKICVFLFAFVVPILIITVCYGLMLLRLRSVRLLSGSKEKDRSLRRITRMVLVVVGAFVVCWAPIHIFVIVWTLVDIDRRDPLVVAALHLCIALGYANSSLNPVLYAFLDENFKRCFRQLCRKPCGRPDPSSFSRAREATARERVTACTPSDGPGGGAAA
# PfHsp90 yeast 2 – reduces growth (ATP signal) of yeast expressing P. falciparum Hsp90; S. cerevisiae expressing PfHsp90, BacTiter-Glo ATP, 48 h; yeast lacking PDR1 and PDR3 efflux regulators; inhibition, % at 9.4 µM; 310,000 compounds, 0.32% hits;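 active = every replicate shows inhibition above about 80%, whatever the replicate mean, limit read from the data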;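 note: 0% = DMSO neutral controls and 100% = 20 µM radicicol positive controls; yeast relying on Plasmodium falciparum Hsp90 in place of its own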
# E coli growth – bacterial growth inhibition, counter-screen for AddAB inhibitors; E. coli V3065 growth, OD600 absorbance, 18 h; 330,000 compounds, 0.27% hits; inhibition, % at 11.9 µM;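 active = inhibition above the campaign's mean inhibition across all tested compounds plus 3 SD, cut at about 9.9% in these data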;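 note: uninfected addAB+ strain grown without phage in ampicillin broth; 0% = DMSO wells and 100% = ciprofloxacin 0.95 µg/ml wells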
# PKA-R1A act – activators of PKA-R1A complex; P00514+P68181; PKA-R1A dissociation, Cy5-IP20 fluorescence polarization; scaled: DMSO 0%, 113 µM cGMP 100%; activation, % at 11.4 µM; 340,000 compounds, 0.083% hits; AID 504707;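 active = percent activation above the mean of all tested compounds plus 3 SD, cut at about 19% in these data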;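 note: higher means more PKAc released from R1A so a rise in polarization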
# Mot1-301 SUMO – inhibitors of SUMOylation pathway: yeast Mot1-301 growth rescue | S. cerevisiae Mot1-301 growth rescue, ATP luminescence, 38.5C; percent above DMSO median, 100 means doubled | growth rescue, % at 18.8 µM | 320,000 compounds, 1% hits;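 active = every valid replicate shows activation above 250% relative to neutral control wells; inactive = the rest, any valid replicate at or below 250%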;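 note: OY570 slx delta 5 strain wells were the positive control but not used for scaling; some compounds called inactive have numbers as strong as hits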
# Tat transport – blocks Tat-dependent protein export in E. coli; E. coli MC4100 TorA-mCherry Tat export, fluorescence; 340,000 compounds, 0.036% hits; inhibition, % at 10 µM;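 active = mean replicate inhibition at least 50% and at least half of replicates individually reaching 50%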;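 note: exported cargo escapes ClpAP degradation while cytoplasmic cargo is degraded and loses fluorescence; 0% = median of neutral control wells and 100% = median of NaSCN control wells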
# phage Ecoli inh – E. coli growth loss with phage present; growth absorbance; 360,000 compounds, 0.26% hits; inhibition, % at 11.9 µM; in the data active = inhibition above about 11%
# MOR-DOR inv ag – inverse agonist of human OPRM1-OPRD1 heterodimerization; cell-based MOR-DOR heterodimer luminescence, inverse agonism; inhibition, % at 9.3 µM; 340,000 compounds, 0.21% hits; AID 504357; in the data active = inhibition above about 22%, passing the limit was not always enough;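 note: 0% = cells with DMSO and 100% = wells without cells with DMSO; values of inactives mirror those of a sister screen read the other way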
# Arrestin-AP2 inh – inhibitors of human beta-arrestin and AP2 interaction. inhibition, % at 10 µM. 340,000 compounds, 0.31% hits. FITC-arrestin peptide / GST-AP2 beads, flow cytometry; AP2 beta2 appendage carries R879A mutation;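 active = inhibition above a set limit, near 3 SD of compounds lacking own fluorescence, cut at about 54% in these data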;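 note: plate controls were DMSO wells for no effect and 5 µM unlabelled arrestin peptide for full effect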
#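 Material – AP2 appendage R879A on GSH beads · Buffer or medium – PBS with 0.05% Tween 20 and 0.1% BSA · Probe or stimulus – fluorescein-tagged arrestin peptide at 50 nM final · Incubation – compound with beads 12 min RT, then probe 1 h RT · Detection – high-throughput flow cytometry of beads, ex 488, em 535 nm · Evaluation – percent response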
# Starred values were filed as active, the others as inactive; i = inactive; x = no result given.
SMILES,DSG3 Ab inh,AddAB inh,OPRM1-OPRD1 ag,PfHsp90 yeast 2,E coli growth,PKA-R1A act,Mot1-301 SUMO,Tat transport,phage Ecoli inh,MOR-DOR inv ag,Arrestin-AP2 inh
Nc1nc(SCc2nnc(SCC(=O)O)n2-c2ccccc2)nc2sc3c(c12)CCCC3,-17*,1.8,-1.9,-2,0.8,-1,91,5,3.8,9,16
COc1cc2c(cc1OC)CN(CC(=O)Nc1ccc(C)c(S(=O)(=O)N3CCOCC3)c1)CC2,x,1.2,-2.6,6,2.4,4,8,4,-0.8,13,8
O=C(/C=C/c1ccccc1)OCc1cnc(Cl)s1,106,3.6,-2.5,-2,-0.6,1,-19,0,3.3,13,20
COc1ccccc1CNC(=O)c1cn(C)c(=O)c2cc(OC)c(OC)cc12,101,0.0,-1.0,x,-0.5,2,2,1,1.9,6,2
CCSc1nc2sc3c(c2c(=O)n1CC)CCC3,110,x,0.8,-13,x,2,i,-8,3.8,-4,6
CCC1(O)C(=O)OCc2c1cc1n(c2=O)Cc2cc3cc(O)ccc3nc2-1 (stereo unspecified),x,x,-2.4,-9,x,-5,x,-4,6.4,12,3
COc1cc(OC)cc(C(=O)Nc2cc(NC(=O)c3ccco3)ccc2OC)c1,101,0.7,-2.7,31,-1.7,-9,-2,14,2.7,15,-9
Cc1[nH]c2ccc(C(=O)N3CCN(c4cccc(Cl)c4)CC3)cc2c1C,103,2.1,2.7,93*,-1.1,-4,14,12,-2.0,-15,-7
COC(=O)c1cc(-c2ccccc2)n[nH]1,103,1.3,-2.6,11,-0.4,1,2,9,2.3,15,4
COC(=O)CC1C(=O)NCCN1C(=O)CSc1nc2ccccc2s1 (stereo unspecified),121,-2.8,1.1,x,-2.7,7,-12,0,-0.8,-5,32
COc1ccc(-c2ccc3oc(-c4ccsc4)cc(=O)c3c2)cn1,100,1.6,0.1,-4,0.1,-8,27,0,5.6,0,18
O=C(c1ccccc1)N1CCN(C2CCCCCC2)CC1,115,3.3,-2.4,-13,0.2,-8,21,-6,0.9,10,24
CC(C)C(=O)OCC(=O)NCc1ccccc1Cl,112,3.3,-1.9,x,-1.1,-4,5,-13,1.7,9,5
CC(OC(=O)c1cc(S(=O)(=O)Nc2ccc(F)cc2)ccc1Cl)C(=O)Nc1ccc2c(c1)OCCO2 (stereo unspecified),x,1.1,0.2,-67,1.2,-7,9,3,1.6,-1,-4
CCOc1cc2[nH]c(=S)n(CCCC(=O)NCc3ccco3)c(=O)c2cc1OCC,103,1.7,0.8,-9,-0.7,-7,-19,1,x,-4,6
CCOc1ccc(NC(=S)N(Cc2ccc(Cl)cc2)Cc2ccco2)cc1,103,0.8,-0.3,-29,1.7,-6,18,4,1.9,2,21
Cc1ccc(N=C2SCCCN2C(=O)c2cccc(N3C(=O)CCC3=O)c2)cc1Cl,101,0.0,-1.4,x,2.6,-3,-12,1,4.8,9,-3
NC(=O)C1CCN(CC(O)CSc2ccc(F)cc2)CC1 (stereo unspecified),107,2.8,-3.5,29,0.0,0,12,-5,x,16,-11
O=C(Nc1c2c(nn1-c1ccc(F)cc1)CS(=O)(=O)C2)C12CC3CC(CC(C3)C1)C2,103,2.8,1.4,3,1.3,-3,13,-5,3.5,-8,2
COc1ccccc1OCC(=O)Nc1ccc(-c2nnc(-c3ccco3)o2)cc1,x,-0.2,-1.5,-8,1.5,5,-6,6,2.0,7,-20
COC(=O)c1c(NC(=O)CN2CCN(c3cccc(Cl)c3)CC2)sc(C)c1C,111,2.9,-3.0,-10,1.0,5,-19,2,2.5,16,17
COc1ccc(CCN2C(=O)CC(Cc3cccc(C)c3)C2=O)cc1OC (stereo unspecified),111,2.9,-2.0,-14,2.2,0,-14,-4,5.3,10,11
COc1ccccc1Nc1ncc(C(=O)N2CCN(Cc3ccc(OC)c(OC)c3OC)CC2)c2ccccc12,99,2.2,2.1,11,1.1,-12,-2,6,2.9,-10,-7
CN(C(=O)c1cccc(C(F)(F)F)c1)C1CCCc2ccccc21 (stereo unspecified),110,4.1,6.2,4,-0.2,-9,-20,4,0.1,-34,3
CCN(Cc1nc(-c2ccc(OC)c(OC)c2)no1)C(=O)c1ccoc1C,118,2.7,0.1,-22,-1.6,4,5,5,1.4,-1,1
CC(C)Oc1cccc(C(=O)C2CCCN(C(=O)c3cncs3)C2)c1 (stereo unspecified),100,3.0,-1.4,-9,0.1,2,-2,-5,1.0,7,51
O=C(Nc1cccc(N2CCCC2)c1)c1cccs1,104,3.6,2.4,18,1.2,-5,3,1,2.8,-15,12
CC(=O)N1CCN(C(=O)C2(NC(=O)Nc3cccc(F)c3)CCCCC2)CC1,126,3.0,0.5,-2,-2.7,0,136,-7,1.4,-4,22
O=c1[nH]c(Cc2cccs2)nc2ccccc12,107,3.4,-2.0,-6,0.3,3,5,-10,4.2,10,-3
CCN(CC)C1=CC(=O)OC12CCCCC2,107,-0.8,-0.8,x,-1.4,1,x,-5,4.7,4,0
CC(C)C(=O)Nc1ccccc1Cc1ccccc1,116,3.6,-1.1,-14,-2.1,-8,127,-7,1.6,5,0
N#Cc1ccccc1S(=O)(=O)N1CCN(C(=O)C2CCCC2)CC1,108,-1.6,-4.0,-26,-1.7,0,0,9,1.8,18,4
O=C(Nc1nc2ccccc2[nH]1)c1ccc(S(=O)(=O)N2CCOCC2)cc1,93,-3.1,-2.1,15,-1.2,-11,-2,-6,2.6,11,33
Cc1ccc(-c2nn3c(-c4ccco4)nnc3c3ccccc23)cc1S(=O)(=O)NCC1CCCO1 (stereo unspecified),94,-4.2,-2.2,x,-1.3,2,0,-4,3.9,13,14
O=C(NCc1ccc(F)cc1)c1cc(S(=O)(=O)N2CCCCC2)c[nH]1,108,-1.5,-2.4,15,-0.1,0,-4,-11,2.2,14,-4
CC(=O)c1ccc(S(=O)(=O)N2CCCC2)cc1,102,3.1,0.4,6,0.2,4,1,-3,1.7,-2,21
CCS(=O)(=O)Nc1cccc(-c2nc3cccnc3s2)c1C,96,0.5,-1.4,-11,1.6,3,8,-4,4.5,8,-5
CCC(C)Cn1c(C(C)O)nc2ccccc21 (stereo unspecified),x,1.7,-2.1,18,-1.5,-10,8,-12,-1.6,13,23
NC(=O)C12C(=O)NC(=O)C1(C(=O)O)C21CCCC1 (stereo unspecified),93,x,-2.9,10,x,2,x,-2,5.1,15,5
COc1ccccc1CN1CC(C(=O)N(Cc2cnn(C)c2)C(C)C)CCC1=O (stereo unspecified),104,-0.3,-2.5,-32,-3.3,0,2,-5,-0.8,13,-7
C=C(CC[C@@H](O)C(C)(C)O)[C@H]1CC[C@]2(C)[C@@H]1CCC1[C@@]3(C)CCC(=O)C(C)(C)C3CC[C@]12C (stereo partly specified),101,3.6,1.0,23,-1.0,-1,117,4,2.5,-5,2
COc1ccc(C(=O)Cn2cnc3ccccc3c2=O)c(OC)c1,105,x,-1.9,16,x,1,41,5,0.6,13,-13
O=C(c1cccc([N+](=O)[O-])c1)N1CCN(c2ncccn2)CC1,78,1.2,0.4,5,3.6,-14,-10,-9,4.1,-2,9
CCCn1nc(C(=O)NC2CCCc3ccccc32)c2ccccc2c1=O (stereo unspecified),100,2.6,3.3,-25,-2.8,-11,x,10,2.7,-18,35
Cc1c(C(=O)N2CCCC2)nnn1-c1nonc1N,103,2.6,-0.8,x,-0.1,-3,2,4,3.4,5,-13

# Part of the list above in order of molar mass, smallest number first:
SMILES,DSG3 Ab inh,AddAB inh,OPRM1-OPRD1 ag,PfHsp90 yeast 2,E coli growth,PKA-R1A act,Mot1-301 SUMO,Tat transport,phage Ecoli inh,MOR-DOR inv ag,Arrestin-AP2 inh
CCC(C)Cn1c(C(C)O)nc2ccccc21 (stereo unspecified),x,1.7,-2.1,18,-1.5,-10,8,-12,-1.6,13,23
NC(=O)C12C(=O)NC(=O)C1(C(=O)O)C21CCCC1 (stereo unspecified),93,x,-2.9,10,x,2,x,-2,5.1,15,5
CC(C)C(=O)Nc1ccccc1Cc1ccccc1,116,3.6,-1.1,-14,-2.1,-8,127,-7,1.6,5,0
Cc1c(C(=O)N2CCCC2)nnn1-c1nonc1N,103,2.6,-0.8,x,-0.1,-3,2,4,3.4,5,-13
O=C(c1cccc([N+](=O)[O-])c1)N1CCN(c2ncccn2)CC1,78,1.2,0.4,5,3.6,-14,-10,-9,4.1,-2,9
COc1ccc(C(=O)Cn2cnc3ccccc3c2=O)c(OC)c1,105,x,-1.9,16,x,1,41,5,0.6,13,-13
CCS(=O)(=O)Nc1cccc(-c2nc3cccnc3s2)c1C,96,0.5,-1.4,-11,1.6,3,8,-4,4.5,8,-5
N#Cc1ccccc1S(=O)(=O)N1CCN(C(=O)C2CCCC2)CC1,108,-1.6,-4.0,-26,-1.7,0,0,9,1.8,18,4
CCCn1nc(C(=O)NC2CCCc3ccccc32)c2ccccc2c1=O (stereo unspecified),100,2.6,3.3,-25,-2.8,-11,x,10,2.7,-18,35
COc1ccccc1CN1CC(C(=O)N(Cc2cnn(C)c2)C(C)C)CCC1=O (stereo unspecified),104,-0.3,-2.5,-32,-3.3,0,2,-5,-0.8,13,-7
C=C(CC[C@@H](O)C(C)(C)O)[C@H]1CC[C@]2(C)[C@@H]1CCC1[C@@]3(C)CCC(=O)C(C)(C)C3CC[C@]12C (stereo partly specified),101,3.6,1.0,23,-1.0,-1,117,4,2.5,-5,2
Cc1ccc(-c2nn3c(-c4ccco4)nnc3c3ccccc23)cc1S(=O)(=O)NCC1CCCO1 (stereo unspecified),94,-4.2,-2.2,x,-1.3,2,0,-4,3.9,13,14
